# Compound activity deposited in PubChem by several laboratories.
# eIF4E-4G inh: eIF4E–eIF4G protein interaction inhibitors, primary screen, biochemical, uHTS, TR-FRET, eIF4GI fragment; TR-FRET eIF4E-eIF4GI(517-606) binding, 2 h; inhibition, % at 21.7 µM; hit rate 0.37% among 220,000;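 active = inhibition above about 30%, limit read from the data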;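 also: 0% = full FRET control wells and 100% = background wells lacking eIF4GI fragment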
# EP2 modulator: EP2 receptor modulators, cAMP readout, primary screen, cell-based, HTRF cAMP, PGE2 stimulation. Prostaglandin E2 receptor EP2 subtype (Homo sapiens), P43116. AID 940, 2007. hit rate 0.83% among 260,000. EP2-expressing cells, cAMP HTRF FRET, PGE2 co-stimulation. induction, % at 25 µM;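 active = compounds whose cAMP rise, as percent of the full-agonist control response, exceeds 60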;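 also: rat C6 glioma line stably carrying human EP2 under a CMV promoter; the protocol text gives 20 µM as final concentration; 100% = response of wells given 1 µM PGE2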
# Target sequence (P43116 whole entry, looked up): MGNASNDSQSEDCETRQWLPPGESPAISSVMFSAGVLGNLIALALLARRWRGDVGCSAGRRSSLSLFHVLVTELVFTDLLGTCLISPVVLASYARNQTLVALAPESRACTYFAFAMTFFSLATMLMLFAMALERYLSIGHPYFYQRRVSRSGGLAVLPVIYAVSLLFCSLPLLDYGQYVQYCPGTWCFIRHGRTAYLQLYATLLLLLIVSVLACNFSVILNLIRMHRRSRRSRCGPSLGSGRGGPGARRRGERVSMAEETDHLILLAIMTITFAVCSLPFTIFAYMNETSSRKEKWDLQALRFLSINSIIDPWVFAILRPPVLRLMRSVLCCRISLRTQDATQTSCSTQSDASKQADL
# p97 inhibitor: inhibitors of human p97 ATPase, primary screen, biochemical; Transitional endoplasmic reticulum ATPase (Homo sapiens), P55072; recombinant p97 ATPase, Kinase-Glo ATP luminescence, 3 h; inhibition, % at 8 µM; hit rate 0.42% among 220,000; AID 1481, 2009; in the data active = inhibition above about 15%;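 also: 0% = DMSO vehicle and 100% = wells lacking enzyme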
# NPY1 pot ag: NPY-Y1 receptor potentiators or agonists, primary screen, cell-based; activation, % at 3.6 µM; Neuropeptide Y receptor type 1 (Homo sapiens), P25929; NPY-Y1 expressing cells, potentiator/agonist activation; hit rate 0.37% among 220,000; AID 1304, 2008; in the data active = activation above about 33%, passing the limit was not always enough;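 also: cells stimulated with NPY at EC10 then isoproterenol at EC100; 0% = low agonist plus stimulus and 100% = saturating agonist plus stimulus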
# PGE2 EP2 inh: human EP2 receptor antagonists, primary screen, TR-FRET cAMP, C6 glioma cells; inhibition, % at 25 µM; hit rate 0.52% among 260,000; C6 glioma cells expressing human EP2; cells stimulated with saturating PGE2; AID 1422, 2008;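 active = percent inhibition above 40 after rounding to a whole number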;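 also: rat C6 glioma host cells with rolipram phosphodiesterase inhibitor present; the protocol text gives 20 µM as final concentration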
# NPY2 pot ag: NPY-Y2 potentiators or agonists, primary screen, cell-based | activation, % at 3.6 µM | hit rate 0.45% among 220,000 | cells expressing NPY-Y2, potentiator/agonist read-out | Neuropeptide Y receptor type 2 (Homo sapiens), P49146; in the data active = activation above about 27%;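 also: cells stimulated with NPY near EC25 plus isoproterenol at EC100; 0% = vehicle plus submaximal agonist and 100% = vehicle plus saturating agonist; some results beyond the cut were filed as inactive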
# S1P4 antagonist: S1P4 receptor antagonists, primary screen, cell-based; Sphingosine 1-phosphate receptor 4 (Homo sapiens), O95977; S1P4-expressing cells, antagonist mode, reporter read-out; inhibition, % at 4.98 µM; hit rate 0.26% among 220,000; in the data active = inhibition above about 29%;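 also: 0% = wells stimulated with agonist and 100% = vehicle wells without agonist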
# Target sequence (O95977 whole entry, looked up): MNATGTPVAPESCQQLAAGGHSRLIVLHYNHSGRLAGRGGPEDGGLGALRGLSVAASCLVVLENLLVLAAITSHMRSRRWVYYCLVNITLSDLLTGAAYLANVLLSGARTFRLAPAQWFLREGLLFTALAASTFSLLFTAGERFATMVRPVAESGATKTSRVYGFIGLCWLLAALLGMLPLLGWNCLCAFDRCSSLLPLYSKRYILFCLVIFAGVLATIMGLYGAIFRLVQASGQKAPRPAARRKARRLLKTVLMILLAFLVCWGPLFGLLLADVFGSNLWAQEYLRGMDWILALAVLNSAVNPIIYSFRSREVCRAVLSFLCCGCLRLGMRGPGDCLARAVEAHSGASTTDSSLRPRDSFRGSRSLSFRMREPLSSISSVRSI
# NPY Y1 blocker: NPY-Y1 receptor antagonists, primary screen, cell-based; inhibition, % at 3.6 µM; hit rate 1% among 200,000; HEK293-CNG Y1 cells, membrane potential fluorescence; NPY at EC95, then isoproterenol;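 active = inhibition above the campaign mean inhibition of all tested compounds plus 3 SD, cut at about 20% in these data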;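 also: 0% = DMSO wells given NPY plus isoproterenol and 100% = isoproterenol alone without NPY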
#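 Material: HEK293 Y1/CNG channel cell line; also added: NPY (25 nM), isoproterenol (1 µM), Ro 20-1724 (25 µM); doses: one concentration, 3.6 µM, in 0.4% DMSO; schedule: compound incubation 1 h at room temperature, readout 45 min post-stimulation; technique: membrane potential fluorescence; measure: fluorescence ratio normalized to % inhibition between controls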
# S1P4 agonist: S1P4 receptor agonists, primary screen, cell-based | S1P4-expressing cell line, agonist reporter assay | hit rate 0.35% among 220,000 | AID 1509, 2009 | activation, % at 4.98 µM; in the data active = activation above about 11%;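 also: 0% = DMSO vehicle and 100% = reference agonist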
# Starred values were filed as active, the others as inactive; / = no result given; & = joins results of further samples; [ ] = another dose, or the depositor's remark. Some of the compounds tested; the hit share may differ from the screen's.
SMILES,eIF4E-4G inh,EP2 modulator,p97 inhibitor,NPY1 pot ag,PGE2 EP2 inh,NPY2 pot ag,S1P4 antagonist,NPY Y1 blocker,S1P4 agonist
COC(=O)c1cc(NC(=O)c2cccnc2)ccc1N1CCOCC1,1,22,5,10,13,-7,-7,2,-1.0
Cc1cccc(OCCCC(=O)O)c1C,2,19,1,-34,12,-23,-14,14,2.4
CC(C)C(=O)Nc1cccc(-c2cnc3ccccc3n2)c1,3,1,-3,-8,8,0,-11,-8,2.7
Cc1ccc(C(=O)C[n+]2ccc(-c3nnc4n3CCC4)cc2)cc1,7[fluorescence artefact?],18,2,-13,9,12,-10,-1,0.5
O=C(Cc1c(O)c2ccccc2[nH]c1=O)OC1CCCCC1,4,0,0,-4,7,9,-15,2,2.2
CC1CCCC(C)N1C(=O)CN1C(=O)C(C)(C)Oc2ccc(C(=O)NC3CCCC3)cc21 (stereo unspecified),-1,13&20,-4,-23,3&10,0,-7,6,-0.2
C/C(CC(=O)Nc1ccc(OCc2ccccc2)cc1)=N\NC(=O)C(=O)Nc1cccc(C)c1,15,-10,6,21,9,4,6,3,19*
COc1ccc(/C=N/NC(=O)C(C)n2nnc3ccccc32)cc1OC (stereo unspecified),-1,24,0,-2,15,-23,-11,16,2.6
CCCN(CC(=O)Nc1ccc(Cl)cc1Cl)C(=O)/C=C/c1cccc([N+](=O)[O-])c1,-3,11,-6,11,4,-3,-10,3,0.1
CCS(=O)(=O)CCSc1nc(C)cc(C)c1C#N,2,5,-6,-16,20,-22,-22,3,0.1
Cc1ccc(NC(=O)N(C2=NCC(C)S2)c2ccccc2)cc1 (stereo unspecified),/,/,4,0,4,6,-1,10,-1.8
O=C(CSc1nc(C2CCCCC2)nc2ccccc12)N1CCCC1,5,15,-4,1,2,-8,23,11,-0.6
Cc1nc(Nc2ccc(S(=O)(=O)N3CCCC3)cc2)c2nnn(Cc3ccccc3)c2n1,4,-19&21,3,-2,11&6,1,0,-11,2.7
CC(C)=NNc1nc2c(c(=O)n(C)c(=O)n2C)n1CCc1ccccc1,-1,-13,0,-23,5,-11,-6,1,-0.6
COc1ccc(/C=C/C(=O)NCCCn2ccnc2)cc1,1,-3,2,-14,8,-22,-8,3,-0.1
CC1CCCC(NC(=O)CCC(=O)c2ccc(F)cc2)C1C (stereo unspecified),6,-9,-4,-23,7,-25,13,/,-0.7
CC(C)=CC(=O)OCC(=O)Nc1ccc(Cl)cn1,-4,16,0,-4,11,4,-13,5,1.0
O=C(c1ccccc1)N1CCN(c2ncnc3c2cnn3-c2ccccc2)CC1,2[fluorescence artefact?],-32,-4,-5,13,-9,-13,-2,1.5
O=C(Nc1ccc(N2CCN(C(=O)c3cccs3)CC2)cc1)c1cccnc1Cl,2,-47,4,4,10,10,-3,4,1.0
CC(C)CNC(=S)NNC(=O)c1ccc(OC(F)F)cc1,7,2,2,11,4,-4,8,1,0.4
CCCCCCOc1ccc(N2C(=O)CC(S/C(N)=N/N=C(\C)c3cccs3)C2=O)cc1 (stereo unspecified),-1,34,-1,5,12,-10,-6,-1,1.1
COc1ccccc1/C=C1\S/C(=N/NC(=O)c2cccc(Br)c2)NC1=O,8[fluorescence artefact?],-39,-5,-9,14,-8,-10,7,-2.8
CCC(C)[C@H](NC(=O)NCc1ccccc1Cl)C(=O)O (stereo partly specified),-6,7,2,1,2,8,-11,1,-0.5
COc1ccc(OC)c(S(=O)(=O)NCc2csc(-c3ccccc3)n2)c1,-9,7,-7,-17,7,7,-11,-8,1.6

# Some of the entries so far, with values under each structure:
# Each structure is followed by: eIF4E-4G inh | EP2 modulator | p97 inhibitor | NPY1 pot ag | PGE2 EP2 inh | NPY2 pot ag | S1P4 antagonist | NPY Y1 blocker | S1P4 agonist
COc1ccccc1/C=C1\S/C(=N/NC(=O)c2cccc(Br)c2)NC1=O
  8[fluorescence artefact?] | -39 | -5 | -9 | 14 | -8 | -10 | 7 | -2.8
CC1CCCC(NC(=O)CCC(=O)c2ccc(F)cc2)C1C (stereo unspecified)
  6 | -9 | -4 | -23 | 7 | -25 | 13 | / | -0.7

# The listing continues:
SMILES,eIF4E-4G inh,EP2 modulator,p97 inhibitor,NPY1 pot ag,PGE2 EP2 inh,NPY2 pot ag,S1P4 antagonist,NPY Y1 blocker,S1P4 agonist
Cc1scc(C(=O)N2CCN(c3ccc(Cl)cc3)CC2)c1C,5,-29,-2,6,18,-4,-11,3,2.2
CCOc1ccc(C(=O)Nc2ccc(-c3nc4ccccc4[nH]3)cc2)cc1[N+](=O)[O-],5[fluorescence artefact?],20,-1,-18,4,2,-12,-1,1.0
COC(=O)c1ccc(N/C=C/C(=O)c2ccc(OC)c(OC)c2)cc1,9,18,8,-5,6,5,-4,-5,-0.6
Cc1ccc(NC(=O)C2C3C=CC4(CN(Cc5cccnc5)C(=O)C24)O3)cc1F (stereo unspecified),-1,10,1,6,7,6,11,2,-0.5
CCCCCC[N+](C)(C)CC/C=C1/c2ccccc2Sc2ccc(Cl)cc21,5,-2,4,3,8,-17,3,/,-0.1
OC1(c2cccc(C(F)(F)F)c2)CCN(Cc2nc(-c3cnccn3)no2)CC1,-6,6,3,4,6,-5,-5,-1,0.8
CN1c2ccsc2/C(=N/NC(=O)c2c(F)cccc2F)CS1(=O)=O,-2[fluorescence artefact?],-4,-3,-12,9,-10,-2,-4,1.1
CC(C)COC(=O)/C(C#N)=C/c1cn(Cc2ccccc2)c2ccccc12,26,20,4,9,6,26,-22,-3,2.1
Cc1ccc(S(=O)(=O)N2CCC[C@H]2C(=O)OCC(=O)c2ccc3c(c2)NC(=O)CO3)cc1,-2,-11,-2,6,7,10,-14,/,1.3
CCNc1nc2[nH]c(=O)c3c(c2s1)OC(N)=C(C#N)C3c1ccc(C)cc1 (stereo unspecified),-7,24,3,5,9,8,-9,1,2.1
Cc1noc(C)c1COc1cccc(C(=O)N2CCN(C/C=C/c3ccccc3)CC2)c1,2,1,1,12,10,17,-9,6,0.6
COc1ccc(S(=O)(=O)Nc2ccc3ccccc3c2)cc1C,10,-32,-3,23,5,-2,-16,4,-0.6
C#CCOCCOCCOCCNc1nc(N2CCN(C(=O)[C@H](C)n3cc(CCCN=C(N)N)nn3)CC2)nc(N2CCN(C(=O)[C@H](C)n3cc(CCCN=C(N)N)nn3)CC2)n1,1,27,12,-24,19,7,4,-2,1.6
CCn1nc(C)cc1C(=O)Sc1cccc(Br)c1,-2,23,-1,-10,11,-12,16,/,0.0
CCOc1ccc(/C=C2\SC(N3CCc4ccccc4C3)=NC2=O)cc1,-1[fluorescence artefact?],-12,-1,-34,4,-5,-4,-1,-3.5
COc1ccc(N2CCN(C(=O)CSc3nnnn3-c3ccc4c(c3)OCCO4)CC2)cc1,-16[fluorescence artefact?],-13,3,16,13,11,3,5,0.6
Cc1sc2nc(CN(C(=O)NCc3ccccc3)C3CCCC3)[nH]c(=O)c2c1C,-4,35,3,-2,3,2,-2,/,-1.5
CCCS(=O)(=O)N1CCN(Cc2ccc3c(c2)c2ccccc2n3CC)CC1,1,-5,-1,-39,6,-8,-10,4,0.3
CCC(C)[C@H](NC(=O)NCCCN1CCOCC1)C(=O)OC (stereo partly specified),-4[fluorescence artefact?],13,5,-1,9,10,2,0,-2.6
O=C(NCCN1CCN(S(=O)(=O)c2ccc([N+](=O)[O-])cc2)CC1)C(=O)Nc1ccccc1,1,-2,1,0,5,6,-18,1,2.3
O=C(Nc1ccc(Cl)cn1)Nc1ccc(Cl)cn1,2,-9&23,-1,-6,10&6,-12,-13,2,0.1
Cc1ccc(S(=O)(=O)N(CCC#N)C2CCCCC2)c2nsnc12,5,15,2,-23,7,-3,18,6,1.2
Cc1c(NC(=O)NC2CCCCC2)cccc1[N+](=O)[O-],4,-14,-2,-3,14,0,9,-2,-0.3
CCC1=C(OC(=O)c2ccccc2)C(C)(C)C(c2ccccc2)OC1=O (stereo unspecified),3,39,-1,-4,9,1,1,6,0.8
Cc1nn(-c2nc3ccccc3[nH]2)c(N)c1-c1ccc(Cl)cc1,4,-33,1,-12,11,-12,16,7,0.4
C=CCn1c(C)cc(C2=NNC(=NCc3ccccc3)SC2)c1C,-5,-32,6,-6,26,1,-18,3,-0.3
CC(NS(=O)(=O)c1ccc(OCC(=O)N2CCOCC2)cc1)c1ccccc1 (stereo unspecified),4,24,1,12,11,-6,-3,-4,-0.3
C/C(=N\Nc1nc2ccccc2[nH]1)c1ccc(N2CCOCC2)cc1,-4,-79,-4,15,6,-3,-29,3,-0.1
O=c1c2c(nc3nc(SCc4ccccc4)[nH]n13)CCC2,-1,43,-8,-25,8,-7,12,3,2.2
Cc1ccc(-n2nnnc2CCl)cc1,5,9,3,-9,13,4,-1,2,-0.6
CCNc1nc(NCC)nc(OCCOC(C)=O)n1,6,28,6,0,9,3,0,-1,2.6
Cc1c(N=c2scc(-c3ccccc3)n2CCO)c(=O)n(-c2ccccc2)n1C,6,-3,-1,14,8,6,7,-3,1.0
CCN(CC)c1ccc(NC(=O)c2cccc(F)c2)c(C)c1,12,-14,-2,13,5,4,2,3,-0.4
COc1ccccc1NC(=O)Cn1nc(-c2ccc3c(c2)OCCO3)ccc1=O,-3,0&-71,11,12,18&11,0,-23,0,-1.5
CCCCn1nc(C(=O)N[C@@H](CCSC)c2nc3ccccc3[nH]2)c2ccccc2c1=O,-10,9,-1,-4,12,-1,-10,3,-0.3
Clc1ccc(CSc2cc3c(nn2)-c2ccccc2CC3)cc1,-4,22,11,-25,16,-23,-14,18,2.1
CN(C)CCCNC(=O)/C(=N\O)c1ccccc1,8,25,2,25,3,-3,-5,8,-1.7
COc1ccc(CCNS(=O)(=O)c2ccc(Cl)s2)cc1OC,-11,-17,-8,-1,/,3,-15,-1,-0.5
NNC(=O)c1ccc(NS(=O)(=O)c2ccc(Br)cc2)cc1,3,-23,2,0,2,7,1,/,0.5
CCN(CC)C(=O)c1sc2nc(N3CCOCC3)c3c(c2c1N)CCCC3,2,32,-1,-3,16,-3,-9,0,0.3
OC(COCC1COc2ccccc2O1)CN1CCN(c2ccccc2)CC1 (stereo unspecified),1[fluorescence artefact?],-3,3,29,8,34*,10,0,-0.5
CC(C)CNC(=O)[C@H](Cc1ccccc1)NC(=O)c1ccco1,-5,11,-5,0,10,-8,-10,0,0.6
O=C(CCc1ccc(S(=O)(=O)NC2CCCCC2)cc1)NCc1cccnc1,1,-37,-3,-2,9,-10,-29,7,-0.3
COc1cc(C)nc(NCc2ccccc2)n1,-1,10,2,0,9,9,-8,0,1.4
CCC(C)(C)NC(=O)C(c1ccc(C)o1)N(C(=O)c1csnn1)c1cccc(F)c1 (stereo unspecified),0,26,3,-8,11,-6,9,-6,-0.9
COC(=O)Cc1[nH]n(-c2ccccc2)c(=O)c1C(C)=Nc1ccccc1,-2,-21,7,3,7,2,6,0,1.9
Cn1c(CCC(=O)OCC(=O)Nc2ccc(Oc3ccccc3)cc2)nc(=O)c2ccccc21,1,8,6,-17,11,-2,-20,-6,-0.8
